# STK33 inh = inhibitors of human STK33 kinase; purified STK33, MBP phosphorylation, ADP-Glo luminescence; hit rate 0.073% among 320,000; inhibition, % at 10 µM; Q9BYT3;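 active means inhibition at or above 25%, using the most active replicate where run in duplicate; inactive means inhibition below 25%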
# Target sequence (Q9BYT3 whole entry, looked up): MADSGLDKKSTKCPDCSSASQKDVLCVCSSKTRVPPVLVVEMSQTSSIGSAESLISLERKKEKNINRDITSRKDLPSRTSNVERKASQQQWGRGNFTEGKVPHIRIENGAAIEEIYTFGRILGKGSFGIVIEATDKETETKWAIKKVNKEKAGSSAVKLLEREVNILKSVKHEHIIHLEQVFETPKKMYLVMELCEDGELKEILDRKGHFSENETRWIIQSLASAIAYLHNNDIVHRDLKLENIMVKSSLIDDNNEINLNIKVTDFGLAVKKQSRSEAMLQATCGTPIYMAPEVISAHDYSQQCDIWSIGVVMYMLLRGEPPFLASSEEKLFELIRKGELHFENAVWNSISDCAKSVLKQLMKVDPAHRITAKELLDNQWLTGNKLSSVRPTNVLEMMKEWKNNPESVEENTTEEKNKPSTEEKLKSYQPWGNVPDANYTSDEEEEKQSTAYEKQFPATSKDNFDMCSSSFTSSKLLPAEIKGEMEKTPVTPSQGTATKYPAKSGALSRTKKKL
# KCNQ2 inh = KCNQ2 potassium channel inhibitors, primary screen, cell-based, CHO-K1, FluxOR thallium flux, B-score (AID 2156) | 20 min; active compounds read low | hit rate 1.1% among 310,000 | B-score at 10 µM;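 active means fluorescence ratio B-score at most minus 3 library SDs, with starting brightness B-score within 2 library SDs, cut at about -5.5 in these data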
# OX1R FRET antag = OX1R (human) antagonism | inhibition, % at 6.6 µM | OX1R-expressing cells, FRET antagonist read-out | O43613 | hit rate 1.8% among 330,000 | AID 485270; in the data active means inhibition mostly above about 38%, no sharp cut-off; inactive means mostly below about 40%;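 further: 0% = agonist challenge alone and 100% = reference antagonist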
# Target sequence (O43613 whole entry, looked up): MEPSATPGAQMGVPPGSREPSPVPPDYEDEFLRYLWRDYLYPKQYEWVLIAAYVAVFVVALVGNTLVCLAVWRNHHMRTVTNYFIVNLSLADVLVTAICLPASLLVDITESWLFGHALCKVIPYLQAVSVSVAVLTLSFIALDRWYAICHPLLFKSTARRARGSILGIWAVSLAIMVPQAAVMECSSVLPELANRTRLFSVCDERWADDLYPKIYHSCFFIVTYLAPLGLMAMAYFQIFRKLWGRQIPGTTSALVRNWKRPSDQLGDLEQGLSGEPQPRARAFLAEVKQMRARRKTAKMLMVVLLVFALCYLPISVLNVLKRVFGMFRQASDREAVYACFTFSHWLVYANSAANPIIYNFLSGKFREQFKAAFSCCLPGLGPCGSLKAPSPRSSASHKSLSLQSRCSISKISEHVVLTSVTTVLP
# * = called active by the depositor; i = inactive; · = not tested or not shown; + = active, no number; & = joins results of further samples.
KCNQ2 inh | STK33 inh | OX1R FRET antag | SMILES
i | -0.4 | 14.9 | Cc1ccc(S(=O)(=O)n2ccc(-c3ccc(OCc4c(F)cccc4Cl)cc3)n2)cc1
i | -1.1 | 6.0 | CCCCN(CC)C(=O)Cn1nc(Cc2ccncc2)c2ccccc2c1=O
i | 0.7 | 20.8 | CSc1nnc(-c2sc3cc(C(F)(F)F)cnc3c2-c2cccnc2)n1C
i | -0.5 | 4.7 | Cn1c(=O)c2c(nc(Oc3ccc4c(c3)OCO4)n2Cc2ccc(Br)cc2)n(C)c1=O
i | 0.7 | 21.8 | CCC1Oc2ccccc2N(CC(=O)NC2CCCCC2C)C1=O (stereo not given)
· | 0.4 | 2.3 | NC(=O)c1ccc(NC(=O)CN2CCN(S(=O)(=O)c3ccc4c(c3)OCCO4)CC2)cc1
i | 1.1 | 15.9 | Cc1ccc(-c2noc(/C=C/c3ccccc3)n2)cc1
i | -0.4 | 15.1 | CCOC(=O)c1ccc(NC(=O)C23CCC(C)(C(=O)O2)C3(C)C)cc1 (stereo not given)
i | -1.0 | 12.5 | COc1ccc(C(=O)c2c3ccc(C(F)(F)F)cc3[n+]([O-])n2CCCC(N)=O)cc1
i | -2.6 | 6.8 | CCOc1ccc(-c2nc(-c3ccccc3C)no2)cc1
i | -1.2 | -1.1 | O=C(COc1cccc(C(F)(F)F)c1)NCCCN1CCCC1=O
i | 0.6 | · | COc1ccc(C(=O)Nc2ccccc2)cc1NC(=O)c1cccs1
i | 0.7 | 15.8 | Cc1cc(Br)cc(C)c1OCC(=O)NNC(=O)c1cccs1
i | 0.4 | 11.9 | c1ccc(-c2nnc3sc(CN4CCc5ccccc54)cn23)cc1
i | -1.6 | 2.1 | CCCCn1c(/N=C/c2ccc3c(c2)OCO3)nc2ccccc21
-12.5* | -2.9 | 14.8 | C=CCSc1nc2c(c(C3CC=CCC3)c1C#N)CCC2 (stereo not given)
i | 0.2 | 2.3 | O=C(c1ccc(-c2ccccc2)c(F)c1)C1CCCN(CCCn2cccn2)C1 (stereo not given)
i | 0.3 | 0.7 | Cc1cc(N=Nc2ccc(Cl)cc2)cc(CN2CCCC2)c1O
i | -2.4 | 16.2 | CCCCCN(C(=O)CCC(=O)OCCOc1ccc(OC)cc1)c1c(N)n(CCCC)c(=O)[nH]c1=O
i | -1.6 | 10.1 | CCN(CC(=O)Nc1cc(Cl)ccc1C)C(=O)C1CC(=O)N(Cc2ccccc2)C1 (stereo not given)

# Brought forward from above: 3 compounds, followed by the next part.
KCNQ2 inh | STK33 inh | OX1R FRET antag | SMILES
i | 0.3 | 0.7 | Cc1cc(N=Nc2ccc(Cl)cc2)cc(CN2CCCC2)c1O
i | -2.4 | 16.2 | CCCCCN(C(=O)CCC(=O)OCCOc1ccc(OC)cc1)c1c(N)n(CCCC)c(=O)[nH]c1=O
i | -1.6 | 10.1 | CCN(CC(=O)Nc1cc(Cl)ccc1C)C(=O)C1CC(=O)N(Cc2ccccc2)C1 (stereo not given)
i | 0.2 | 19.2 | CCCC(=O)Nc1ccc(-c2cn3cccnc3n2)cc1
i | -0.7 | 6.4 | Cc1cc(=O)oc(C)c1C(=O)NCCCN1C(C)CCCC1C (stereo not given)
i | -2.4 | 34.4 | Cc1nnc(SCC(=O)NC(=O)NC(C)(C)C)n1N
i | 0.3 | 0.1 | C[C@H](NC(=O)c1ccccc1F)C(=O)N1CCC2(CC1)NCCc1[nH]cnc12
i | -2.5 | 18.1 | C=CCNC(=O)c1ccccc1NC(=O)c1ccc(Cl)c(S(=O)(=O)Nc2cc(C)ccc2C)c1
i | 0.1 | 22.6 | Cc1cc(C)c(S(=O)(=O)NCc2ccc3c(c2)OCO3)cc1C
i | 0.1 | 1.9 | NC(=O)c1c(NC(=O)CN2CCCC2)sc2c1CCCC2
i | -4.0 | 42.3 | COc1ccc(-c2noc(CN(C)C(=O)Nc3ccccc3)n2)cc1
i | -2.7 | 7.6 | CC(=O)Nc1ccc(Nc2nc(Cl)nc(Nc3ccc(NC(C)=O)cc3)n2)cc1
i | · | 19.8 | O=C(O)/C=C/C(=O)Nc1ccccc1SC(F)(F)F
i | -0.4 | 2.1 | COc1ccc(/C=C/C(=O)NCCCN2CCCC2)cc1
i | -0.6 | 18.9 | O=C(NC1CCCC1)c1ccc(CS(=O)Cc2ccccc2Cl)o1 (stereo not given)
· | -0.9 | 5.6 | COc1ccc(OC)c(NC(=O)CSc2nnc(Cn3c(=O)sc4ccccc43)n2C)c1
i | -0.3 | 8.0 | O=C(Nc1nccs1)C1Cc2ccccc2CN1S(=O)(=O)c1ccc(F)cc1 (stereo not given)
i | -2.3 | -1.5 | CC1CN(C(=O)CCNC(=O)c2ccc(Cl)cc2)CC(C)O1 (stereo not given)
i | -0.9 | 10.6 | CCCOc1ccc(/C=C/C(=O)Nc2ccc([N+](=O)[O-])cc2C)cc1OC
i | -0.3 | 10.4 | COc1ccc(N(C(=O)c2snc(C(N)=O)c2N)C(C(=O)NC2CCCC2)c2ccco2)cc1 (stereo not given)
i | -0.5 | 14.8 | Cc1cccc(N/N=C2/COC(C)(C)CC2=O)c1
i | 0.2 | 60.5 | Cc1ccc(NC(=O)Nc2ccc(F)cc2)cc1Cl
i | -0.4 | 15.6 | CCOC(=O)/C(C(N)=NCCO)=C(/O)c1ccccc1

# Two entries from above in a different format:
Cc1cc(=O)oc(C)c1C(=O)NCCCN1C(C)CCCC1C (stereo not given)
  KCNQ2 inh: i; STK33 inh: -0.7; OX1R FRET antag: 6.4
Cc1nnc(SCC(=O)NC(=O)NC(C)(C)C)n1N
  KCNQ2 inh: i; STK33 inh: -2.4; OX1R FRET antag: 34.4

# (listing goes on)
KCNQ2 inh | STK33 inh | OX1R FRET antag | SMILES
i | 3.2 | 24.1 | CS(=O)(=O)N(CC(=O)NC1CCCCCC1)Cc1ccccc1
i | 0.7 | 24.9 | COC(=O)[C@@H]1C[C@@]2(O)[C@@H](O)[C@@H](O)[C@@H](O)C[C@H]2N1Cc1cc(OC)cc(OC)c1
i | -0.2 | 10.4 | COc1ccccc1NS(=O)(=O)c1ccc2c(c1)n(C)c(=O)n2C
i | 1.1 | 9.9 | N#CC1(C#N)C(C(=O)C23CC4CC(CC(C4)C2)C3)C12CCOCC2 (stereo not given)
i | 0.2 | + | Nc1ccc2c(c1)C(=O)C(=O)c1ccccc1-2
i | -1.7 | -7.3 | O=C(C[n+]1ccccc1)N/N=C/c1cccc(Cl)c1Cl
i | -0.2 | 32.3 | O=C(NCCC1=CCCCC1)c1ccc([N+](=O)[O-])cc1
i | -0.8 | 8.6 | CC(C)CC(=O)N1CCN(Cc2ccccc2Br)CC1
i | -2.0 | 13.3 | COc1ccc(CNC(=O)COC(=O)[C@H](Cc2c[nH]c3ccccc23)NC(=O)c2cccs2)cc1
i | -0.4 | 1.9 | COCOc1ccc(-c2oc3c(C/C=C(\C)CCC=C(C)C)ccc(O)c3c(=O)c2OCOC)c(OCOC)c1
i | -0.4 | 6.6 | CCc1nnc(NC(=O)c2ccc(COc3ccccc3C)o2)s1
i | 3.8 | 13.6 | O=C(Nc1ccccc1C(=O)O)c1ccc(Br)o1
i | 0.2 | 0.9 | CCOc1ccc(NC(=O)CSc2nc3nc4c(cc3c(=O)n2CC)COC(C)(C)C4)cc1
i | -1.0 | 7.8 | Cc1nc(-c2ccc(S(=O)(=O)Nc3cc(S(=O)(=O)N(C)C)ccc3C)s2)cs1
i | 1.0 | 12.8 | COc1cc(C2SCC(=O)N2CCN2CCCCC2)ccc1O (stereo not given)
i | -1.5 | 16.7 | CCCn1nc(C(=O)NNC(=O)CSCC(=O)Nc2cc(C)on2)c2ccccc2c1=O
i | -1.2 | 26.9 | O=C(N1CCN(c2cccc(Cl)c2)CC1)C1(S(=O)(=O)c2ccc(Cl)cc2)CC1
i | -0.5 | 13.1 | COC(=O)c1ccc(COC(=O)CNC(=O)c2ccco2)cc1
i | -0.1 | 11.1 | Cc1ccc(C(=O)Nc2ccc(C)c(S(=O)(=O)N(C)C)c2)s1
i | 0.8 | 15.2 | CCOC(=O)c1c(C)n2c3c(cc(C)cc13)CCC2
i | 0.1 | -6.2 | CC(=O)NN1C(=O)c2ccccc2NC1c1ccccc1 (stereo not given)
i | -1.2 | 0.3 | O=C(c1ccc(Oc2ccc(C(F)(F)F)cn2)cc1)N1CCN(c2ccccc2)CC1
i | 3.0 | 3.2 | O=C(NCc1ccccc1)C1CCCC1
i | -2.0 | 1.2 | Cc1ccc(NC(=O)Nc2ccon2)cc1Cl
i | -1.4 | 7.2 | COCC(C)NCc1cccc(OC)c1OC (stereo not given)
i | -1.7 | 15.9 | CN(CCc1ccccn1)C1CCCN(S(=O)(=O)c2ccccc2)C1 (stereo not given)
i | -1.4 | 5.4 | Cc1cccc(NC(=O)CNC(=O)CNC(=O)Cc2ccccc2)c1
i | 0.1 | 58.0* | C/C(=N\NC(=O)C(=O)N/N=C(\C)c1cccc(O)c1)c1cccc(O)c1
-7.48* | -0.9 | 6.4 | Cc1ccc2nc3c(cc2c1)c(NC(=O)c1ccccn1)nn3CC(C)C
i | -0.6&-3.0 | 11.7&21.1 | COC(=O)[C@@H]1[C@H]2C[C@H]3c4[nH]c5ccccc5c4CCN3C[C@@H]2CC[C@@H]1O
i | -1.5 | 14.7 | COc1cccc(N=Nc2ccc3cccnc3c2O)c1
i | -1.2 | 39.7 | CN1C(C(=O)NCCc2cccs2)CC2Cn3c(nc4ccccc43)C21 (stereo not given)
i | 0.9 | 21.4 | CCc1nnc(SCC(=O)Nc2ccc(N3CCN(S(C)(=O)=O)CC3)cc2)o1
i | -2.0 | 11.2 | O=C(CN(c1ccc(F)cc1)S(=O)(=O)c1ccc2c(c1)OCCO2)NCc1ccccc1
i | -0.5 | 0.6 | CCNC(=O)OCc1cn(-c2ccc(Cl)cc2)nn1
· | 1.8 | 1.7 | COc1cc(CCC(=O)NC2(C)CCS(=O)(=O)C2)cc(OC)c1OC (stereo not given)
i | 8.3 | 20.1 | O=C(Nc1ccsc1C(=O)NC1CC1)c1ccccc1
i | -1.9 | 13.6 | COc1ccc(CCNC(=O)C2CCCN(S(=O)(=O)N3CC(C)CC(C)C3)C2)cc1OC (stereo not given)
i | 0.0 | 18.4 | Cn1nnc2cc(C(=O)Nc3ccc4ccccc4c3)ccc21
-10.9* | -0.9 | 27.8 | CC(NC(=O)/C(C#N)=C/c1ccc(Cl)c([N+](=O)[O-])c1)c1ccccc1 (stereo not given)
· | -1.5 | 15.2 | O=C(NCC(O)c1ccc([N+](=O)[O-])cc1)C1=COCCO1 (stereo not given)
i | -0.8 | 27.3 | O=C(COC(=O)/C=C/c1ccccc1[N+](=O)[O-])NCC1CCCO1 (stereo not given)
i | -0.8 | 6.8 | Cc1csc(NC(=O)CSc2nnc(-c3ccc(S(=O)(=O)N4CCCC4)cc3)o2)n1
i | -1.4 | 8.3 | COC(=O)c1ccc(CN2C(=O)NC3(CCCCC3)C2=O)cc1
i | -0.4 | 6.9 | O=C(CC1C(=O)NCCN1C(=O)Nc1ccc(F)cc1F)Nc1cc(Cl)ccc1Cl (stereo not given)
i | -0.2 | 45.5 | O=C1CCCc2c1cc(C(=O)NCc1ccco1)c(=O)n2-c1ccc(Cl)cc1
i | -1.4 | 19.4 | Cc1ccc(N=Cc2cc3c(cc2O)OC(N)=C(C#N)C3c2ccccc2)cc1 (stereo not given)
i | -0.6 | 7.1 | CCCCn1c(=O)[nH]c2nc3cc(NC(C)=O)ccc3nc2c1=O
i | 1.3 | 7.3 | CCCCOC(=O)C(C)Nc1n[nH]c(=O)[nH]c1=O (stereo not given)
i | -0.5 | -4.7 | COc1ccc(N2CCN(C(=O)c3ccc(C(C)(C)C)cc3)CC2)cc1
i | -0.8 | 12.2 | COc1cccc(C2Nc3cc(Cl)c(S(N)(=O)=O)cc3S(=O)(=O)N2)c1 (stereo not given)
-8.29* | -0.9 | 19.7 | CC12CCC(c3c(C(=O)Nc4nccs4)nn(-c4ccccc4)c31)C2(C)C (stereo not given)
i | -0.7 | 2.8 | Cc1nc(C(=O)NNC(=O)c2ccc(Cl)cc2)c(C(F)(F)F)o1
i | -0.8 | 8.5 | NC(=O)SCC(=O)Nc1ccccc1C(=O)O
· | -0.1 | 0.2 | O=C(COC(=O)c1ccc(Cl)nc1)NCCc1ccccc1
i | 0.8 | 18.3 | COc1ccc(CSc2nnnn2-c2ccccc2)cc1
i | -1.1 | 44.7 | O=C(c1ccsc1)N1CCCC(Nc2cccc(F)c2)C1 (stereo not given)
i | -0.7 | 40.2 | O=C(CSc1nnc2c(n1)[nH]c1ccc(F)cc12)N1CCOCC1
i | 0.5 | 10.2 | Nc1ccc2nc(SCC(=O)N3CCOCC3)sc2c1
i | 0.0 | 30.8 | COCCn1nnnc1C(c1ccc(OC)cc1)N1CCN(C(=O)c2ccco2)CC1 (stereo not given)

# The list goes on:
KCNQ2 inh | STK33 inh | OX1R FRET antag | SMILES
· | -0.8 | 17.4 | CCC(=O)Nc1ccc(NC(=O)CSc2nnnn2CC)cc1C
i | 0.1 | 23.8 | COc1ccc(/C=C2\N=C3CCCCCN3C2=O)cc1OC
-7.82* | 0.3 | 4.8 | CC(C)Cc1cc(C(C)(C)C)ccc1OC(=S)N(C)C
i | 0.5 | 15.0 | Cc1cc(C)nc(NCCO)n1
i | 0.3 | 22.9 | COc1ccc(-n2nc(C(=O)NCC(=O)N(C)Cc3ccccc3)c3ccccc3c2=O)cc1OC
i | -0.7 | 45.8* | O=C(c1ccc([N+](=O)[O-])s1)N1CCN(c2ccccn2)CC1
i | -0.7 | 25.4 | CCCc1nc2c(o1)CC(CC(C)SCC)CC2=O (stereo not given)
i | -2.3 | 13.0 | CCC(C)/C(C)=N/NC(=O)c1cn(-c2ccccc2)nc1-c1ccccc1 (stereo not given)
i | -1.8 | 27.4 | COc1ccc(/C=N/n2c(-c3ccco3)nc3ccccc3c2=O)cc1
i | · | 7.8 | Cc1ccc(NC(=O)CN(C)C(=O)CSc2nnc(C(F)(F)F)n2C)cc1
i | 0.2 | 17.7 | CCN(CC)S(=O)(=O)c1ccc(C(=O)NCCOC(=O)c2ccc(F)cc2F)cc1
